BoNT A protease: BoNT/A light chain protease inhibitors, primary screen, biochemical, flow cytometry, MLPCN library | Botulinum neurotoxin type A light chain protease (Clostridium botulinum A str. ATCC 3502) | multiplex microsphere protease substrate cleavage | inhibition, % at 10 µM | 360,000 tested, 0.17% active; further: plate controls were buffer without enzyme for full effect and enzyme alone for no effect
FBA Mtb inh: Mtb FBA enzyme inhibitors, primary screen, biochemical, fluorescence, strain H37Rv | Fructose-bisphosphate aldolase (Mycobacterium tuberculosis (strain ATCC 25618 / H37Rv)), … | purified M. tuberculosis FBA, fluorescence read-out | inhibition, % at 1 µM | 360,000 tested, 2.3% active | AID 588726, 2011; in the data active means inhibition above about 27%;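 further: 0% = vehicle and 100% = reference inhibitor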
PfHsp40 yeast: rescue of yeast from PfHsp40 toxicity, primary screen, S. cerevisiae, ATP luminescence; growth rescue, % at 12.5 µM; S. cerevisiae expressing PfHsp40, growth rescue; AID 504582, 2011; 340,000 tested, 0.68% active; in the data active means growth rescue above about 28%, passing the limit was not always enough; inconclusive means no clear call, values can overlap the other calls;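 further: yeast W303a lacking pdr1 and pdr3 grown in galactose medium; growth measured after three days at 30 °C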
Mtb UGM inh: M. tuberculosis UGM enzyme inhibitors, primary screen, biochemical, fluorescence polarization, single point; purified UGM, fluorescence polarization probe displacement; UDP-galactopyranose mutase (Mycobacterium tuberculosis (strain ATCC 25618 / H37Rv)), …; AID 504406, 2011; 320,000 tested, 0.06% active; inhibition, % at 10 µM; in the data active means inhibition above about 10%, passing the limit was not always enough; inconclusive means no clear call, values can overlap the other calls
FadD28 FP inh: inhibitors of FadD28 bisubstrate probe binding, primary screen, biochemical, fluorescence polarization, single point; inhibition, % at 12.5 µM; 360,000 tested, 0.22% active; AID 588549, 2011; in the data active means inhibition above about 8.5%, passing the limit was not always enough; inconclusive means no clear call, values can overlap the other calls
BoNT-F LC inh: BoNT/F light chain protease inhibitors, primary screen, biochemical, flow cytometry, MLPCN library; Botulinum neurotoxin type F light chain protease (Clostridium botulinum); Multiplex microsphere protease cleavage assay; inhibition, % at 10 µM; 360,000 tested, 0.22% active; in the data active means inhibition above about 35%, passing the limit was not always enough; inconclusive means no clear call, values can overlap the other calls; further: plate controls were buffer without enzyme for full effect and enzyme alone for no effect
BioA inh: M. tuberculosis BioA enzyme inhibitors, primary screen, biochemical, plate reader, single point, HTS | purified M. tuberculosis BioA enzyme | inhibition, % at 9.99 µM | 360,000 tested, 0.096% active; in the data active means inhibition above about 40%; inconclusive means no clear call, values can overlap the other calls
Anthrax LF inh2: Bacillus anthracis LF protease inhibitors, primary screen, biochemical, multiplex microsphere, MLPCN library. multiplex microsphere protease cleavage assay. Lethal factor (Bacillus anthracis), P15917. 360,000 tested, 0.12% active. inhibition, % at 10 µM; further: plate controls were buffer without enzyme for full effect and enzyme alone for no effect
Target sequence (P15917 whole entry, looked up): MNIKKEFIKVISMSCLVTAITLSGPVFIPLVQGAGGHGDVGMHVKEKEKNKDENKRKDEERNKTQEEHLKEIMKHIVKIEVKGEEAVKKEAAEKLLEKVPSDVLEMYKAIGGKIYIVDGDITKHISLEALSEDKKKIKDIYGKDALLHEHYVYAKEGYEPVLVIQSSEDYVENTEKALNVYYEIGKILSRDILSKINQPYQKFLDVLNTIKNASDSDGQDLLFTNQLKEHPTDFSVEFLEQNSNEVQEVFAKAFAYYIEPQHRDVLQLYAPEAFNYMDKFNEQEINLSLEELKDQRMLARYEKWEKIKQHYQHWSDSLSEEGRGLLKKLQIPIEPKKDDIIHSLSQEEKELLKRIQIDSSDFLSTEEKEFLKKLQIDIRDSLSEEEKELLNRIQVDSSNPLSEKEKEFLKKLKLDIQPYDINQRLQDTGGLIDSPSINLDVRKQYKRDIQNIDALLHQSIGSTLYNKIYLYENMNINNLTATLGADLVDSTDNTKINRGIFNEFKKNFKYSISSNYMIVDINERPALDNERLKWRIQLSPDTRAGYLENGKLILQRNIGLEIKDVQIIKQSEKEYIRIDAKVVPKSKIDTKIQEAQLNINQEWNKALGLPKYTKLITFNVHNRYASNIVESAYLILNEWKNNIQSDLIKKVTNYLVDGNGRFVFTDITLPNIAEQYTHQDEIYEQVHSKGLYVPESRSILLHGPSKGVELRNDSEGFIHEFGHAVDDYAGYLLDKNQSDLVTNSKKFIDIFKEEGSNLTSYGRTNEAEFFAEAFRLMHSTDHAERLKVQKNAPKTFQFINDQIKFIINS
GDH-TPI counter: GDH-TPI coupling enzyme inhibitors, primary screen, artefact control for M. tuberculosis FBA inhibitor project, biochemical, absorbance, full deck | GDH-TPI coupled enzyme counterscreen, NADH absorbance | inhibition, % at 4.8 µM | 360,000 tested, 1.2% active | AID 588335, 2011; in the data active means inhibition above about 30%;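 further: 0% = DMSO wells and 100% = wells lacking the enzyme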
An asterisk follows results filed as active; ? = inconclusive; / = not tested or not shown. Unless noted, no stated cut-off is given here; in the data, active means inhibition above about 30%; inconclusive means no clear call, values can overlap the other calls; inactive means below that.

SMILES	BoNT A protease	FBA Mtb inh	PfHsp40 yeast	Mtb UGM inh	FadD28 FP inh	BoNT-F LC inh	BioA inh	Anthrax LF inh2	GDH-TPI counter
CN1CCN(C(=O)c2ccccc2NC(=O)c2ccc(C(C)(C)C)cc2)CC1	-1.0	3	0.8	-1.4	-2.2	?	3.5	3	-1
COc1ccc(OC)c(C(=O)CSc2nnnn2C)c1	-0.2	2	-1.2	-3.0	-3.6	4	1.1	-6	4
COc1ccc(CCNc2ncnc3sc(C)cc23)cc1OC	-2.4	1	-0.1	-3.0	-2.6	-34	26	-10	0
COc1cccc(C2CC(c3ccccc3)n3ncnc3N2)c1 (configuration not stated)	-0.2	4	1.0	-0.5	0.1	-1	0.0	1	5
CCOC(=O)c1c(C)nn(-c2ncccc2NC(=O)CCC(=O)O)c1C	0.0	5	/	-2.2	0.4	8	-0.3	0	-4
O=C(NC(c1ccc(F)cc1)c1ccc2ccccc2n1)C1CCN(Cc2ccc(Oc3ccccc3)cc2)CC1 (configuration not stated)	-1.0	0	/	/	-6.1	-4	-1.6	-12	-3
O=C(CC1SC(N2CCCCC2)=NC1=O)Nc1cccc(C(=O)N2CCCC(C(F)(F)F)C2)c1 (configuration not stated)	-0.2	7	-0.6	/	2.5	-11	-2.5	2	-24
C=CCc1c(C)nc2c(OC)cccc2c1Cl	0.3	4	-0.2	0.6	-1.6	-2	-0.3	-2	6
Cc1cccc(CN2CCC(CNC(=O)CCNC(=O)Cn3ccc4ccccc4c3=O)CC2)c1	0.4	2	0.1	1.1	-3.7	-5	/	1	-1
CCN1C(=O)[C@H]2[C@@H](c3ccc(-c4ccc5c(c4)OCO5)c(OC)c3)N[C@@](C)(C(=O)OC)[C@H]2C1=O	0.3	2	1.6	0.1	0.1	1	-0.6	-4	8
COc1cccc(-n2c(CCn3nc(C)c([N+](=O)[O-])c3C)n[nH]c2=S)c1	-1.0	1	-1.2	0.0	0.2	-8	/	-1	6
CCS(=O)(=O)N1CCC(C(=O)NCc2cc(OC)ccc2OC)CC1	-2.0	1	-1.2	-1.1	-2.0	-20	-1.1	-4	1
CCNC(=O)/C(=C\c1ccc2c(c1)OCO2)NC(=O)c1ccc(Br)cc1	-0.2	2	-0.2	0.0	-3.2	3	-2.0	-5	10
CCCC(CCC)C(=O)Nc1c[nH]c(=O)[nH]c1=O	-2.0	-2	-0.3	-2.7	-0.4	-8	-1.4	-7	6
COc1cccc(C(=O)Nc2cc(C)on2)c1	-0.6	-1	/	/	-3.6	-6	-0.1	-6	-6
O=C(NNC(=O)c1cccs1)c1ccc(Cl)c(S(=O)(=O)N2CCCC2)c1	-0.4	2	-1.1	0.4	1.2	2	-6.0	2	27
Cc1cn([C@H]2C[C@H](O)[C@@H](CNCc3cnc(N4CCOCC4)nc3)O2)c(=O)[nH]c1=O	0.1	-1	/	/	-2.4	-5	1.3	-4	1
Cc1ccc(Cn2c(SCC(=O)NCC3CCCO3)nc3c2c(=O)n(C)c(=O)n3C)cc1 (configuration not stated)	0.1	4	-0.8	-1.0	-1.8	-3	-1.1	2	6
Cc1nn(Cc2ccc(Cl)cc2)c(C)c1N	-0.7	-1	-0.1	2.8	-3.3	-4	-0.4	1	1
Cc1ccccc1CC(=O)NC1CCN(C)CC1	1.1	0	-0.6	0.4	-2.2	-12	-0.3	1	-6
COc1cc(CN2C[C@@H](CO)O[C@@H](n3cnc4c(NCc5ccncc5)ncnc43)C2)cc(OC)c1OC	-0.5	2	/	/	-3.5	3	0.5	2	-8
Cc1cc(C(=O)CN2C(=O)C3CC=CCC3C2=O)c(C)n1-c1ccccc1 (configuration not stated)	0.2	-1	-0.5	1.4	-3.3	2	-1.2	0	-5
COc1ccc(Cl)cc1C(=O)NN=C1CCCC1	-3.6	-1	82*	0.9	-3.1	?	/	-13	16
Cc1ccc(S(=O)(=O)Nc2ccc3c(c2)nc(CCN2CCCC2)n3C)cc1	-2.0	1	-0.7	0.7	-1.9	-1	-1.0	5	4
O=[N+]([O-])c1ccc(N2CCN(C(=S)Nc3cccc(F)c3)CC2)cc1	1.1	-9	0.4	-1.9	-3.1	0	-1.0	2	12
Cc1ccc(-n2cccn2)c([C@@H]2C[C@H]3CN(C)C(=O)[C@]34CCCN24)c1	-1.7	3	-0.4	/	-0.6	-2	/	-5	5
COc1cc(S(=O)(=O)N(Cc2ccccn2)Cc2ccco2)ccc1-n1cnnn1	-0.1	-2	0.1	1.2	-5.1	0	3.0	3	-12
CCOC(=O)NC(=S)Nc1cccc(NC(=S)NC(=O)OCC)c1	0.5	3	-0.1	2.6	-1.0	-2	/	-4	-7
CC(NS(C)(=O)=O)C(c1cccs1)N1CCN(c2ccccc2)CC1 (configuration not stated)	-0.9	-2	-0.1	0.5	1.6	0	0.6	1	10
O=C(NCc1ccncc1)C(=O)NCC(c1ccco1)N1CCN(c2ccccc2)CC1 (configuration not stated)	1.0	0	0.3	-0.3	-1.7	11	/	-1	3
CC1(C)C2CC=C(/C=N/NC(=O)C3CC3)C1C2 (configuration not stated)	-0.8	5	0.9	0.6	-1.8	-4	/	0	-1
C/C(=N\NC(=O)c1cc(-c2ccccc2C)nc2ccccc12)c1cccnc1	-3.7	-2	0.1	0.5	-1.5	-6	-0.5	-6	-1
CC(=O)c1c(C)oc2ccc(N(C(C)=O)S(=O)(=O)c3cccc([N+](=O)[O-])c3)cc12	0.1	3	-1.8	-0.4	-1.2	-3	/	0	-6
CCC(=O)Nc1ccc(NC(=S)Nc2ccccc2)cc1	0.1	1	0.5	-1.0	-4.4	-4	0.9	0	6
C/C(=N\NC(=O)c1ccccc1O)c1ccc(NC(=O)Cc2ccccc2)cc1	2.8	2	1.3	1.7	-3.7	0	0.4	-1	15
CCn1cc(C(=O)N2CC(C)CC(C)C2)c(=O)c2cc(S(=O)(=O)N3CCOCC3)ccc21 (configuration not stated)	-2.4	-3	-0.6	-0.4	-0.2	-4	3.4	1	29
CCCCN(C(=O)c1ccc(Cl)c(S(=O)(=O)N2CCOCC2)c1)c1c(N)n(CCC)c(=O)[nH]c1=O	-0.8	0	0.2	-2.0	-2.0	3	0.6	-8	9
Cc1cc(C(=O)NCCc2ccc(Cl)cc2)n(-c2ccccc2)n1	1.0	1	0.0	2.3	-1.8	8	-1.0	5	-2
COc1ccc(C(CNC(=O)c2cccnc2SC)N2CCOCC2)cc1 (configuration not stated)	1.1	-3	-0.9	-1.2	0.5	8	-5.9	0	6
O=C(Nc1ccc(O)cc1)c1ccc2c(c1)C(=O)N(Cc1ccccc1)C2=O	-3.7	2	0.2	1.5	0.1	-2	0.4	-4	7
CCCn1c(=O)c2[nH]c(-c3ccc(OCC(=O)Nc4ccc(C#N)cc4)cc3)nc2n(CCC)c1=O	0.5	3	-1.7	5.9	0.5	-5	-0.8	15	-3
CC(=O)N(C(C)=O)c1ccc2c(c1)OCCO2	-0.2	1	/	/	-0.2	-5	-5.1	-6	-5
O=C(CNC(=O)N1CC(=O)Nc2ccccc21)Nc1nccs1	0.0	-3	-0.7	-1.3	-1.4	3	1.3	1	3
CC(=O)c1ccc(Nc2cc(C)nc3c(C)cccc23)cc1	-0.1	-3	-1.9	2.1	-3.7	-4	2.6	-2	19
COc1cccc(OC)c1C(=O)NCCN1CCN(C(=O)c2c(OC)cccc2OC)CC1	0.5	-9	0.4	-1.5	-4.6	12	12	2	-8
Cc1cc(NC(=O)CSc2nnc(-c3ccco3)n2CC2CCCO2)no1 (configuration not stated)	0.0	2	0.2	2.0	-0.4	3	/	0	-3
O=C(/C=C/c1ccco1)NC(=S)Nc1nc(-c2ccc3ccccc3c2)cs1	1.3	-7	0.0	1.1	-4.9	3	-0.5	-7	-11
CN(Cc1ccc(-n2cccn2)cc1)C(=O)c1cnn2c1NC(c1ccco1)CC2C(F)(F)F (configuration not stated)	/	-1	0.3	/	-0.8	/	-2.9	/	0
CCN1C(=O)N[C@@H](CCc2ccccc2)[C@@H](C(=O)OC)[C@H]1C	-0.2	-1	-1.2	-0.4	-1.5	-5	-0.4	-5	-3
COc1cc(/C=C2/NC(=O)N(Cc3ccccc3F)C2=O)ccc1Oc1ccc([N+](=O)[O-])cn1	0.2	-1	-0.9	-1.1	-2.3	2	/	0	24
COc1ccc(C(=O)Nn2c(SCC(=O)NCc3ccccc3)nc3ccccc3c2=O)cc1	0.6	-1	-0.9	-1.5	-2.8	-2	-1.1	-11	-3
CCS(=O)(=O)N1Cc2ccccc2CC1C(=O)OCC(=O)Nc1ccc(C)cc1 (configuration not stated)	-0.1	1	-0.8	0.3	-2.7	-1	-0.8	0	117*
CCCc1nc2ccccc2c(=O)n1/N=C/c1ccc(O)cc1O	-0.5	0	-0.5	0.2	-3.3	2	0.5	11	31*
O=C(OCc1ccc(Cl)cc1)c1cnccn1	0.2	1	0.8	0.8	-2.0	-17	-1.9	2	-4
COc1ccc(-c2n[nH]c(=S)n2Cc2ccccc2)cc1	/	5	-0.9	0.7	2.4	/	0.3	/	-4
COc1ccc(/C=N/N2CCN(c3ccccc3)CC2)cc1Br	-1.7	1	1.6	1.5	-1.6	-26	-1.5	-4	7
CCC1CCC/C1=N\NC(=O)c1ccoc1C (configuration not stated)	-1.9	-1	-1.2	-1.5	-2.6	5	0.7	-1	4
CCCC(=O)Nc1cccc(Oc2ccc3c(c2)C(=O)NC3=O)c1	0.4	1	1.4	-0.4	-0.3	-14	13	-8	9
CC(C)N(C(=O)Cn1cc(S(=O)(=O)CC(=O)NC2CCCCC2)c2ccccc21)C(C)C	-0.2	0	1.3	0.7	-3.2	4	/	-2	-8
CCOc1ccc(CNc2nc3ccccc3n2C)cc1	-2.0	-2	0.3	1.2	2.7	8	3.2	-14	2

Next part:
SMILES	BoNT A protease	FBA Mtb inh	PfHsp40 yeast	Mtb UGM inh	FadD28 FP inh	BoNT-F LC inh	BioA inh	Anthrax LF inh2	GDH-TPI counter
N#Cc1ccc(COC(=O)c2cc(=O)c3ccccc3o2)cc1	0.2	2	1.0	3.4	-0.8	-1	/	3	9
Cn1cnc(C(=O)NC2CCN(C(=O)OC(C)(C)C)CC2)c1C(=O)NC1CCN(C(=O)OC(C)(C)C)CC1	0.0	-1	0.6	-5.2	-2.2	2	0.7	8	9
Cc1ccc(S(=O)(=O)Nc2nc3ccccc3s2)cc1[N+](=O)[O-]	-0.8	1	-1.6	0.3	-2.5	-4	-2.0	-1	1
Cc1ccsc1/C=N/N1CCOCC1	0.1	1	0.1	0.5	-1.2	-2	/	0	10

Assay outcomes: PubChem, several laboratories
